inhibitors of VEEV – inhibitors of VEEV TC-83 cytopathic effect, confirmation, Vero cells (AID 588727); Vero cells, VEEV TC-83 cytopathic effect inhibition; higher % means a stronger effect; inhibition, % at 20 µM, or IC50 in µM where a hit was titrated; 350,000 tested, 0.13% active; in the data active = a potency from the dose series; inconclusive = inhibition mostly from about 14% at the one dose, without a potency; inactive = the rest, 99 in 100 with inhibition below about 12%; note: strong numbers were not always called active
H1N1 NS1A inhibition – NS1A inhibition, H1N1 influenza, cell based functional assay (AID 504329) | 340,000 tested, 0.3% active | NS1A functional cell-based assay, percent inhibition; higher % means a stronger effect | inhibition, % at 12.5 µM, or IC50 in µM where a hit was titrated; in the data active = a potency from the dose series; inconclusive = inhibition above about 27% without an active follow-up result; note: strong numbers were not always called active
Salmonella PhoP GFP – PhoP regulon inhibitors, Salmonella typhi PhoP promoter GFP reporter, confirmatory (AID 1850). inhibition, % at 50 µM; hits with a dose series show IC50 in µM. 310,000 tested, 0.33% active. Salmonella Typhi PhoP-promoter GFP reporter, fluorescence, 4 h; higher % means a stronger effect; in the data active = a potency from the dose series; inconclusive = inhibition mostly from about 25% at the one dose, without a potency; inactive = the rest, 99 in 100 with inhibition below about 19%;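 note: 0% = induced wells with vehicle and 100% = uninduced wells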
M. tuberculosis – growth inhibition of non-replicating M. tuberculosis (AID 488890); 320,000 tested, 0.39% active; Mycobacterium tuberculosis non-replicating, growth inhibition; higher % means a stronger effect; inhibition, % at 25 µM, or IC50 in µM where a hit was titrated; in the data active = a potency from the dose series; inconclusive = inhibition mostly from about 82% at the one dose, without a potency; inactive = the rest, 99 in 100 with inhibition below about 76%;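 note: plate controls were DMSO cells for no effect and high antibiotic wells for full effect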
M. tuberculosis HTS – M. tuberculosis growth inhibition, HTS (AID 449762) | one-dose inhibition, % at 25 µM; IC50 in µM for titrated hits | 330,000 tested, 0.59% active | M. tuberculosis H37Rv growth inhibition, 7H9 media; higher % means a stronger effect; in the data active = a potency from the dose series; inconclusive = inhibition above about 70% without an active follow-up result;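 note: bacterial growth assessed after seven days of incubation; strong numbers were not always called active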
inhibitors of VEEV 10K pilot screen – also measured in inhibitors of VEEV; calls as there; inhibition, %; measured here: 10K pilot screen inhibition
* hit, by the source's call; i = inactive; ? = inconclusive; · = not tested or not shown.

SMILES	inhibitors of VEEV	H1N1 NS1A inhibition	Salmonella PhoP GFP	M. tuberculosis	M. tuberculosis HTS	others
CCC(CC)NC(=O)c1ccc2nc[nH]c2c1	0.6%	0%	22%	-13%	-2%
O=C(C1CC1)N1CCC(c2nc(-c3ccc(S(=O)(=O)N4CCCC4)cc3)no2)CC1	2.0%	-7%	-10%	0%	-3%
O=C(CSc1nnc(-c2ccccc2O)o1)Oc1ccc(Br)cc1	i	-1%	-6%	?	1%
O=C(O)c1ccccc1NC(=O)c1ccccc1Nc1ccccc1	34%	1%	-4%	71%	14%
COc1ccc(OC)c(NC(=O)c2cn(C)c(=O)c3cc(OC)c(OC)cc23)c1	7.3%	2%	-6%	-4%	-13%
O=C(O)c1ccccc1-c1nc2cc(Cl)ccc2c(=O)n1O	1.4%	-15%	8%	-1%	6%
c1ccc(CNc2ncnc3c2ncn3C2CCCCO2)cc1 (stereo not given)	i	-5%	18%	-6%	-3%
CCOC(=O)c1oc2ccccc2c1CSc1nnnn1-c1ccc(C)cc1	i	1%	2%	-2%	8%
COc1ccc(-c2nc(Cc3ccc(Cl)cc3)no2)cc1OC	1.0%	-8%	-6%	7%	-4%
Nc1ccc(NC(=O)c2cccc(C(=O)Nc3ccc(N)cc3Cl)c2)c(Cl)c1	i	-13%	-4%	-7%	6%
COC(=O)c1ccc(N2OC3(C)C=CC2CC3)cc1 (stereo not given)	0.8%	13%	-3%	24%	-1%
C=CCn1cc(C(=O)N2CCN(C)CC2)c(=O)c2cc(S(=O)(=O)N3CCCC3)ccc21	0.6%	-5%	7%	5%	1%
Cc1noc(C)c1COc1ccc(C(=O)OCC(=O)NCCN2C(=O)CSC2=O)cc1	2.2%	10%	7%	-13%	-6%
N#CC1CN(Cc2ccccc2)CN(Cc2ccccc2)C1	i	-19%	12%	-2%	-1%
COc1ccccc1NS(=O)(=O)c1ccc(OC)c([N+](=O)[O-])c1	0.8%	2%	-13%	6%	-3%
CCCCn1c2c(c3ccccc31)CCc1nonc1-2	0.8%	-4%	·	·	3%
COc1ccc(Cn2ccnc2SCC(=O)Nc2nnc(C)s2)cc1	0.5%	-12%	-2%	-3%	-1%
C=CCOC(=O)CCP(=O)(CCC(=O)OCC=C)c1ccccc1	0.9%	-9%	8%	-18%	-9%
O=C(COc1ccccc1)Nc1ccc(S(=O)(=O)N2CCCCCC2)cc1	1.9%	8%	-9%	33%	7%
CCCOC(c1ccccc1)(c1ccc(C(F)(F)F)cc1)C(Oc1nc(C)cc(C)n1)C(=O)O (stereo not given)	i	11%	0%	35%	11%
Cc1cccc(Oc2nc3c(c(=O)n(C)c(=O)n3C)n2C)c1	0.9%	0%	-2%	11%	0%
C=C(C)CSc1nnc(-c2cc(OC)c(OC)c(OC)c2)n1N	3.4%	-2%	10%	·	-22%	inhibitors of VEEV 10K pilot screen=1.6
CC(C)(C)NC(=O)C(c1ccc(F)cc1)N(CC1CCCO1)C(=O)c1csnn1 (stereo not given)	0.1%	2%	2%	10%	10%
CC(=O)N1N=C(N)SC1(C)C	1.6%	-12%	-9%	-10%	-4%
Cc1ccc(NC(=S)N/N=C/c2ccc([N+](=O)[O-])s2)cc1	12%	5%	-8%	?	?
O=C(CSc1ccc(Cl)cc1)N1CCN(c2ccc([N+](=O)[O-])cc2Cl)CC1	4.8%	22%	-2%	76%	63%
CC1(C(=O)N(c2ccccc2)C(C(=O)NC2CCCC2)c2ccccn2)CC(=O)N=C2C=CC=CN21 (stereo not given)	0.1%	-2%	-9%	7%	-5%
COc1ccc(CCNC(=O)/C=C/c2ccco2)cc1	0.6%	0%	10%	35%	16%
CCCc1cc(C(=O)NNC(=S)Nc2cccc(C)c2)cs1	3.1%	6%	-9%	74%	0%
Cc1ccc(SCC(=O)Nc2ccccc2C(=O)N2CCOCC2)cc1	0.6%	1%	9%	-15%	-11%
O=C(NC1CCCc2ccccc21)c1c(F)cccc1Cl (stereo not given)	i	-5%	0%	-5%	2%
COc1cc(C(=O)N=c2sc3ccccc3n2C)cc(OC)c1OC	9.5%	-13%	6%	5%	4%
Cc1ccc(NC(=O)c2cccc(S(=O)(=O)NCc3ccccc3)c2)nc1	0.4%	-5%	1%	14%	15%
CC1=C(C#N)C(=O)OC(C)(C)C1	0.6%	0%	-7%	8%	-4%
COc1ccc(C(=O)NCC(=O)N2CCN(c3ncccn3)CC2)cc1OC	1.8%	-17%	·	0%	-12%
COc1ccc(NC(=O)CN(C)C(=O)c2oc3c(ccc4ccccc43)c2C)cc1	6.7%	1%	·	40%	-9%
CCN(CC)CCn1c(SCC(=O)Nc2cccc(OC)c2)nc2c(sc3ccccc32)c1=O	13%	0%	2%	20%	51%
COc1cccc(NC(=O)c2ccc(-n3cnnn3)cc2)c1	1.5%	6%	15%	-5%	-5%
O=C1C=CC(c2ccccc2)(c2ccccc2)CC1	5.0%	-9%	·	·	·
O=C(COc1ccc2c3c(c(=O)oc2c1)CCCC3)N[C@@H](Cc1ccccc1)C(=O)O	i	-4%	14%	-7%	-12%
CCn1c(CNc2cccc(Cl)c2)nnc1SCC(=O)OC1CCCCC1	0.4%	7%	-10%	?	?
O=C(Nc1ccnn1C1CCN(Cc2cccc(OCCO)c2)CC1)C1CCOC1 (stereo not given)	3.4%	-11%	-6%	5%	-9%
Oc1c(Br)cccc1/C=N/c1ncn[nH]1	i	-9%	-5%	4%	-5%
COc1ccc(C(CNC(=O)COc2c(C)cc(C)cc2C)N2CCOCC2)cc1 (stereo not given)	6.4%	-12%	·	7%	-4%
COc1cc2c(cc1OC)C(c1cc(OC)c(OC)c(OC)c1)C1(O)C(=O)OCC1(O)C2 (stereo not given)	3.2%	-27%	·	·	·
N#C/C(=C\c1ccc(-c2cccc(Cl)c2)o1)C(=O)Nc1cccc2cccnc12	0.2%	-1%	-4%	11%	0%
CCOc1ccc(S(=O)(=O)N2CCN(C(=O)Cc3n[nH]c(=O)c4ccccc34)CC2)cc1	2.2%	1%	·	·	·
COc1ccc(-c2cc(CCC(=O)N3CCN(c4cc(C)ccc4C)CC3)[nH]n2)cc1	i	-9%	·	·	·

Among those listed so far, 3 have a thiophene ring, fused or not.
SMILES	inhibitors of VEEV	H1N1 NS1A inhibition	Salmonella PhoP GFP	M. tuberculosis	M. tuberculosis HTS	others
Cc1ccc(NC(=S)N/N=C/c2ccc([N+](=O)[O-])s2)cc1	12%	5%	-8%	?	?
CCCc1cc(C(=O)NNC(=S)Nc2cccc(C)c2)cs1	3.1%	6%	-9%	74%	0%
CCN(CC)CCn1c(SCC(=O)Nc2cccc(OC)c2)nc2c(sc3ccccc32)c1=O	13%	0%	2%	20%	51%

Reprinted at random: six records from the list
SMILES	inhibitors of VEEV	H1N1 NS1A inhibition	Salmonella PhoP GFP	M. tuberculosis	M. tuberculosis HTS	others
COc1ccc(C(CNC(=O)COc2c(C)cc(C)cc2C)N2CCOCC2)cc1 (stereo not given)	6.4%	-12%	·	7%	-4%
O=C(COc1ccc2c3c(c(=O)oc2c1)CCCC3)N[C@@H](Cc1ccccc1)C(=O)O	i	-4%	14%	-7%	-12%
CCN(CC)CCn1c(SCC(=O)Nc2cccc(OC)c2)nc2c(sc3ccccc32)c1=O	13%	0%	2%	20%	51%
O=C1C=CC(c2ccccc2)(c2ccccc2)CC1	5.0%	-9%	·	·	·
COc1ccc(-c2cc(CCC(=O)N3CCN(c4cc(C)ccc4C)CC3)[nH]n2)cc1	i	-9%	·	·	·
CCOc1ccc(S(=O)(=O)N2CCN(C(=O)Cc3n[nH]c(=O)c4ccccc34)CC2)cc1	2.2%	1%	·	·	·

The list continues.
SMILES	inhibitors of VEEV	H1N1 NS1A inhibition	Salmonella PhoP GFP	M. tuberculosis	M. tuberculosis HTS	others
Clc1ccccc1-c1ccc(/C=N/n2cnnc2)o1	1.4%	5%	-4%	32%	7%
COCCn1c(Cc2ccccc2)nnc1SCC(=O)N1CCOCC1	i	4%	-24%	-5%	0%
Cc1ccc(C(=O)Nc2ccc(O)cc2C(=O)O)cc1	2.9%	4%	11%	32%	22%
CCOC(=O)c1cc(S(=O)(=O)N2CCc3ccccc32)cn1C	8.5%	3%	7%	14%	7%
COc1ccc(S(N)(=O)=O)cc1N(C)S(=O)(=O)c1ccccc1	1.7%	-8%	6%	-10%	-6%
COc1ccc(C)cc1S(=O)(=O)N1CCN(C(=O)c2ncoc2-c2ccccc2C)CC1	0.3%	2%	-10%	7%	7%
CC(C)S(=O)(=O)c1csc(C(=O)NN)c1Cl	0.4%	·	9%	-9%	-2%
O=C(c1ccc(N2CCCS2(=O)=O)cc1)N1CCN(c2ccc(F)cc2)CC1	2.6%	-4%	5%	-5%	3%
CCN(CC)S(=O)(=O)c1cccc(C(=O)c2c(C)cc3ccccn23)c1	0.3%	-2%	·	·	·
Cc1cc(OCC(=O)O/N=C(\N)c2ccccc2)ccc1Br	i	5%	-19%	45%	5%
O=c1c(C=Nc2ccc(Oc3ccccc3)cc2)c[nH]n1-c1cccc(Cl)n1	2.1%	4%	2%	?	11µM*	inhibitors of VEEV 10K pilot screen=1.2
O=c1cc(-c2cccc3ccccc23)[nH][nH]1	0.9%	6%	-8%	23%	2%
Cc1noc(C)c1N=Nc1ccccc1C(=O)O	0.6%	1%	0%	-10%	-8%
CN1CCCN(C(=O)COc2cccc(C(F)(F)F)c2)CC1	1.9%	-2%	-7%	-3%	-5%
Cn1c(CN2CCOCC2)nc2cc(NC(=O)c3ccc(Cl)cc3)ccc21	1.9%	12%	-7%	22%	-2%
CC(NC(=O)c1ccco1)C12CC3CC(CC(C3)C1)C2 (stereo not given)	i	-4%	·	?	8%
Cc1ccccc1N1CC(C(=O)N2CC(C)OC(C)C2)CC1=O (stereo not given)	0.9%	-2%	-13%	-11%	-6%
COc1ccc(/C=C(\NC(=O)c2ccc(Cl)cc2)C(=O)NCCCn2ccnc2)cc1OC	0.3%	7%	2%	2%	-2%
COc1cccc(CN2CC(C(=O)N(C)CC3CCOCC3)CCC2=O)c1 (stereo not given)	0.8%	9%	-2%	3%	-4%
N#CCC(=O)Nc1ccc(C(=O)NCc2cccc(Cl)c2)cc1	1.1%	-9%	2%	21%	1%
Cn1cc(C2N3CC4(C)CN2CC(C)(C3)C4=O)c2ccccc21 (stereo not given)	0.4%	-5%	-14%	12%	-5%
COc1ccc2cc(CN(CC3CCCO3)C(=S)NCc3ccco3)c(=O)[nH]c2c1 (stereo not given)	6.5%	4%	6%	23%	10%
NC(=O)[C@@H]1CCCCNc2c(I)cc([N+](=O)[O-])cc2C(=O)N[C@@H](CCC(=O)O)C(=O)N[C@@H](CO)C(=O)N1	i	-14%	-4%	-12%	3%
CCCCCCSc1ncc(C#N)c(N)n1	3.1%	8%	7%	65%	6%
C=CC1=C(C(=O)O)N2C(=O)[C@@H](NC(=O)/C(=N\OCC(=O)O)c3csc(N)n3)[C@H]2SC1	0.9%	8%	·	-4%	-7%
Cc1cccc(NC(=O)CN2C(=O)N/C(=C\c3cccn3-c3cccc(C(=O)O)c3)C2=O)c1	1.4%	4%	-2%	-1%	-3%
O=C(Nc1ccc2oc(-c3ccccc3)nc2c1)c1ccccc1F	1.6%	6%	-1%	-14%	-6%
COc1ccc(O)c(C(=O)c2cnn(C(=O)c3cc(C)oc3C)c2)c1	7.8%	5%	10%	65%	-1%
O=C(NNC(=O)c1ccncc1)c1ccccc1	1.3%	-6%	1%	-4%	0%
CC(=O)Nc1sc(C)c(C)c1C(=O)OCC(=O)Nc1cc(S(C)(=O)=O)ccc1Cl	2.8%	-1%	5%	-11%	-1%
C=CCSC1=C(C#N)C(c2ccccc2OCC)CC(=O)N1 (stereo not given)	0.3%	-10%	5%	8%	1%
Cc1ccc(N(C(=O)c2snc(C(N)=O)c2N)C(C(=O)NC2CCCC2)c2ccncc2)cc1 (stereo not given)	0.6%	12%	-1%	14%	-4%
COc1ccc(C)cc1NC(=O)C1CCN(S(=O)(=O)c2ccccc2)CC1	4.7%	-8%	-3%	34%	-3%
O=C(Nc1ccccc1)Nc1ccc(C(=O)N2CCOCC2)cc1	0.2%	-3%	-5%	-6%	5%
CC(=O)c1ccc(N2CCN(C(=O)Nc3ccc(Cl)cc3)CC2)cc1	1.6%	1%	-3%	21%	-5%
CCCCC1S/C(=N/N=C/c2ccco2)NC1=O (stereo not given)	i	-1%	-7%	70%	4%
CC1CCc2nc(NC(=O)c3ccc(N4C(=O)CCC4=O)cc3)sc2C1 (stereo not given)	8.5%	-4%	-9%	-3%	-15%
CCOc1ccc(NC(=S)N2CCN(c3ccc(N4CCOCC4)nn3)CC2)cc1	1.8%	0%	2%	55%	8%
COCCCNC(=O)CCn1c(=O)c2ccccc2n(CC(=O)NCCc2ccc(OC)c(OC)c2)c1=O	i	10%	4%	0%	0%
